PREPL inhibitor = human PREPL enzyme inhibition | AID 2751 | inhibition, % at 5.96 µM | Q4J6C6 | recombinant PREPL, fluorescence polarization activity-based probe | 320,000 tested, 0.68% active; in the data active = inhibition above about 43%;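 note: 0% = enzyme with DMSO and 100% = wells lacking enzyme; many of its hits are not listed in these tables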
GSTO1 inh = GSTO1 inhibition, counter-screen for RBBP9 inhibitors; recombinant GSTO1, activity-based probe fluorescence polarization; inhibition, % at 5.96 µM; 300,000 tested, 1.1% active; P78417;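 active = inhibition above the campaign mean inhibition plus 3 SD, cut at about 35% in these data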;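 note: 0% = GSTO1-1 with DMSO and 100% = wells lacking GSTO1-1 enzyme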
Target sequence (P78417 whole entry, looked up): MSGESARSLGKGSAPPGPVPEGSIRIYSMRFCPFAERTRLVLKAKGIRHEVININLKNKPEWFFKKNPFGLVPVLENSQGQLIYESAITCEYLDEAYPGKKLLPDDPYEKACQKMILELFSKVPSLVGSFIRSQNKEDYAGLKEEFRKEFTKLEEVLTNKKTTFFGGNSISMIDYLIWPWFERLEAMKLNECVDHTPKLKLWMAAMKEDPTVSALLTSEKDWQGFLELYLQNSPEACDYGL
PAD4 inh = blocks human protein arginine deiminase 4 | inhibition, % at 6.36 µM | recombinant PAD4, RCA probe fluorescence polarization | Q9UM07 | 330,000 tested, 0.41% active | AID 485272;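 active = percent inhibition above a cutoff equal to the mean of all tested compounds plus 3 SD, cut at about 15% in these data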;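 note: 0% = PAD4 with RCA probe and DMSO and 100% = probe without PAD4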
PAFAH1B3 FP inh = PAFAH1B3 (human) inhibition; 340,000 tested, 0.28% active; inhibition, % at 3.39 µM; AID 492972; Q15102; recombinant PAFAH1B3, FP-rhodamine probe, fluorescence polarization;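 active = inhibition above the screen-wide average of all tested compounds plus 3 SD, cut at about 25% in these data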;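 note: 0% = enzyme with DMSO only and 100% = wells lacking PAFAH1B3 protein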
Target sequence (Q15102 whole entry, looked up): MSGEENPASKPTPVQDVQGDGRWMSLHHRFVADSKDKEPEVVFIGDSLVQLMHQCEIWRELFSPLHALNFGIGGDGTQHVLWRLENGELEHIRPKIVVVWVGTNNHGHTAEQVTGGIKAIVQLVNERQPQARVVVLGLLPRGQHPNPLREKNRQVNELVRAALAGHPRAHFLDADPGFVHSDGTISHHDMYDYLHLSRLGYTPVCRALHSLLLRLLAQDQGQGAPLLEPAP
EBNA-1 inhibitor = blocks EBNA-1 binding to DNA; EBNA-1 DNA binding, fluorescence polarization; inhibition, % at 14.8 µM; 300,000 tested, 0.34% active; in the data active = inhibition above about 28%
ZTA counter = counter-screen for EBNA-1 inhibitors: inhibitors of Epstein-Barr virus ZTA; 320,000 tested, 0.15% active; ZTA-DNA binding, fluorescence polarization; AID 2234; inhibition, % at 11 µM; P03206; in the data active = inhibition above about 33%
Target sequence (P03206 whole entry, looked up): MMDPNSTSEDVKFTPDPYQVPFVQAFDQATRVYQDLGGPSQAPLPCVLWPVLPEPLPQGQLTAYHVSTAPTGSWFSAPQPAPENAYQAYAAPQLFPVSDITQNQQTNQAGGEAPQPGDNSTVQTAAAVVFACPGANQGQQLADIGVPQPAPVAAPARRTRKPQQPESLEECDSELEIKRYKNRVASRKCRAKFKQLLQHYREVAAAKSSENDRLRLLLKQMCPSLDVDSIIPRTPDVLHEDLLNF
PAFAH2 inh = inhibitors of human PAFAH2; recombinant PAFAH2, FP-rhodamine activity probe, fluorescence polarization; 340,000 tested, 0.99% active; AID 492956; inhibition, % at 3.39 µM;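 active = inhibition above the mean over all tested compounds plus 3 SD, cut at about 30% in these data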;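 note: inhibitors block probe labeling of enzyme so polarization drops; 0% = enzyme with DMSO and 100% = wells lacking PAFAH2 protein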
LYPLA2 counter = counter-screen for PME1 inhibitors: inhibitors of human LYPLA2; O95372; recombinant LYPLA2, FP-Rh probe fluorescence polarization; inhibition, % at 5.9 µM; 320,000 tested, 0.38% active; AID 2177;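 active = inhibition above the screen-wide mean plus 3 SD, limit set per campaign, cut at about 26% in these data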;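 note: 0% = LYPLA2 with DMSO and 100% = wells lacking LYPLA2 enzyme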
LYPLA1 inh = LYPLA1 (human) inhibition in PME1 counter-screen | 320,000 tested, 0.16% active | recombinant LYPLA1, FP-Rh probe fluorescence polarization | O75608 | inhibition, % at 5.9 µM | AID 2174;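 active = inhibition above the mean of all tested compounds plus 3 SD, set per campaign, cut at about 14% in these data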;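 note: inhibitors block serine hydrolase probe labeling of LYPLA1 so polarization falls; 0% = enzyme with DMSO and 100% = wells lacking LYPLA1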
Target sequence (O75608 whole entry, looked up): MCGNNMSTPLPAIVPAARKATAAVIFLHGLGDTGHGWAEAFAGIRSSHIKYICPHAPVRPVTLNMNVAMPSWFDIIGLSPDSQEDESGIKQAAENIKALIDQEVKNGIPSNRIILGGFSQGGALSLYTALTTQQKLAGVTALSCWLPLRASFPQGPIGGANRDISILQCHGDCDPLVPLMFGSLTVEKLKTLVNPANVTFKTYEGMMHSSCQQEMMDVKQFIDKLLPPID
Numbers without * were called inactive; . = not tested or not shown. Only part of the results is shown; count on the stated rates, not on these rows.

# | smiles | PREPL inhibitor | GSTO1 inh | PAD4 inh | PAFAH1B3 FP inh | EBNA-1 inhibitor
1 | CCCCOC(=O)Cn1c(=O)n(CC(=O)OCCCC)c2cc(C)ccc21 | 6 | -3 | -8 | 3 | -2
2 | Cc1cc(CN2CCCC(CO)(Cc3cccc(Cl)c3)C2)n[nH]1 (configuration not stated) | 1 | -9 | -1 | -3 | -1
3 | COc1ccccc1C1=NN(C2=NN=C(N)Cc3ncnn32)C(O)(C(F)(F)F)C1 (configuration not stated) | 1 | -3 | -4 | -2 | -7
4 | COc1cc(C(CC(=O)N2CCCC2)c2c(OC)cc(OC)c3ccc(=O)oc23)cc(OC)c1OC (configuration not stated) | 0 | 6 | -3 | 12 | -5
5 | CCCSc1nnc2n(-c3ccccc3OC)c(=O)c3c4c(sc3n12)CCC4 | 19 | 20 | 6 | -1 | 2
6 | COc1ccc(/C=C(\NC(=O)c2ccccc2)C(=O)NCc2cccnc2)cc1 | -1 | 8 | 2 | 10 | -10
7 | CC(C)[C@H](NC(=O)c1ccccc1)C(=O)OCc1nc2scc(-c3ccccc3)c2c(=O)[nH]1 | 0 | -3 | -3 | 4 | 3
8 | C=C(C)C(=O)N1CC2(CC(c3cccc(NC(=O)CC(c4ccccc4)c4ccccc4)c3)=NO2)C[C@H]1C(N)=O (some centres not stated) | 18 | 0 | 4 | -3 | 11
9 | CCC(=O)Oc1ccc(C(CC)C(CC)c2ccc(OC(=O)CC)cc2)cc1 (configuration not stated) | 14 | -1 | -5 | 18 | -7
10 | CC1CN(C(=S)SCCN2C(=O)CCC2=O)CC(C)O1 (configuration not stated) | -1 | 7 | -7 | 8 | -8
11 | CCO[C@H]1OC(C(=O)O)=C[C@@H](C(C)(C)C)[C@@H]1CCCO | 23 | -10 | -4 | 2 | 3
12 | COc1ccc(N2CCCC2)c(NC(=O)COc2ccccc2)c1 | 8 | 2 | 1 | 5 | 2

# | ZTA counter | PAFAH2 inh | LYPLA2 counter | LYPLA1 inh
1 | -6 | 4 | -1 | 1
2 | -1 | 6 | 0 | 1
3 | -21 | -2 | 0 | -2
4 | 14 | -6 | -1 | -1
5 | -2 | -2 | 3 | -2
6 | -32 | -14 | -4 | 3
7 | -9 | -3 | -10 | -7
8 | -1 | -9 | -12 | -7
9 | -19 | -2 | 7 | 1
10 | -7 | -11 | -1 | -4
11 | -5 | 3 | 4 | 2
12 | -9 | 2 | -2 | -2

Continuation:
# | smiles | PREPL inhibitor | GSTO1 inh | PAD4 inh | PAFAH1B3 FP inh | EBNA-1 inhibitor
13 | COc1ccc(OC)c(S(=O)(=O)N2CCC(C(=O)N(C)Cc3ccccc3)CC2)c1 | 16 | 2 | 0 | 5 | 1
14 | CC(C)N(C)CCOC(=O)C1COc2ccccc2O1 (configuration not stated) | -4 | 6 | -4 | 5 | -5
15 | CC(C)[C@H](CN(N=O)[C@@H](Cc1ccccc1)CN(C)N=O)N(CCc1ccccc1)N=O | -2 | -5 | -2 | 12 | -6
16 | CCOC(=O)[C@H]1[C@H]2COc3ccc(Br)cc3[C@@H]2N2C(=O)c3cc(OC)c(OC)cc3NC(=O)[C@@]12C | 6 | -5 | -9 | -1 | -6
17 | Cc1ccc(S(=O)(=O)[N-]c2nc3ccccc3nc2-n2cc[n+](CCC(C)C)c2)cc1 | -13 | 9 | 0 | 8 | 0
18 | N#CCCN1CCN(S(=O)(=O)c2ccc(C3CCCCC3)cc2)CC1 | -3 | . | -1 | 0 | .
19 | COc1ccccc1C(=O)N(Cc1cccs1)C1CCS(=O)(=O)C1 (configuration not stated) | -2 | -3 | 7 | 5 | 6
20 | Cc1cc(NC(=O)c2ccc([N+](=O)[O-])cc2)n(C)n1 | 5 | -2 | 3 | . | -8
21 | C/C(CC(=O)Nc1ccc(Cl)c(Cl)c1)=N\NC(N)=S | -11 | -11 | -7 | 9 | -2
22 | O=C(CN1CCc2ccccc21)NCc1ccccc1Cl | 12 | 2 | -6 | 2 | -3
23 | CNC(=O)CCc1[nH]c2ccccc2c1Sc1ccccc1 | -2 | 8 | -1 | 1 | 9
24 | Cc1ccc(CN(C)C(=O)CCc2nc3sc4c(c3c(=O)[nH]2)CCCC4)o1 | 10 | -4 | -7 | 4 | -8

# | ZTA counter | PAFAH2 inh | LYPLA2 counter | LYPLA1 inh
13 | -6 | 2 | -3 | 1
14 | -3 | 3 | 3 | -2
15 | -4 | 8 | -6 | -2
16 | -9 | 3 | -9 | -6
17 | 1 | 8 | 0 | 0
18 | 2 | -1 | -3 | 2
19 | 28 | 3 | -1 | -3
20 | -5 | . | -4 | -1
21 | -2 | -2 | 8 | -3
22 | -3 | 4 | 5 | 2
23 | 9 | 26 | -1 | 0
24 | -8 | 13 | -3 | -2

3 compounds already listed, ordered by the number in PAFAH1B3 FP inh, low to high.
No. | Compound | PREPL inhibitor | PAD4 inh | PAFAH1B3 FP inh | EBNA-1 inhibitor | PAFAH2 inh
14 | CC(C)N(C)CCOC(=O)C1COc2ccccc2O1 (configuration not stated) | -4 | -4 | 5 | -5 | 3
17 | Cc1ccc(S(=O)(=O)[N-]c2nc3ccccc3nc2-n2cc[n+](CCC(C)C)c2)cc1 | -13 | 0 | 8 | 0 | 8
21 | C/C(CC(=O)Nc1ccc(Cl)c(Cl)c1)=N\NC(N)=S | -11 | -7 | 9 | -2 | -2

Fetched one by one from the entries so far (3):
# | smiles | PREPL inhibitor | GSTO1 inh | PAD4 inh | PAFAH1B3 FP inh | EBNA-1 inhibitor
20 | Cc1cc(NC(=O)c2ccc([N+](=O)[O-])cc2)n(C)n1 | 5 | -2 | 3 | . | -8
8 | C=C(C)C(=O)N1CC2(CC(c3cccc(NC(=O)CC(c4ccccc4)c4ccccc4)c3)=NO2)C[C@H]1C(N)=O (some centres not stated) | 18 | 0 | 4 | -3 | 11
16 | CCOC(=O)[C@H]1[C@H]2COc3ccc(Br)cc3[C@@H]2N2C(=O)c3cc(OC)c(OC)cc3NC(=O)[C@@]12C | 6 | -5 | -9 | -1 | -6

# | ZTA counter | PAFAH2 inh | LYPLA2 counter | LYPLA1 inh
20 | -5 | . | -4 | -1
8 | -1 | -9 | -12 | -7
16 | -9 | 3 | -9 | -6

Additional entries.
# | smiles | PREPL inhibitor | GSTO1 inh | PAD4 inh | PAFAH1B3 FP inh | EBNA-1 inhibitor
25 | Cn1c(-c2ccc3nc(N)sc3c2)nc2cc(N)ccc21 | 32 | 4 | -5 | 1 | -2
26 | COCC(=O)Nc1nnc(-c2ccc(C(C)(C)C)cc2)s1 | 6 | 7 | 0 | -2 | 4
27 | O=c1c2ccccc2c2ccccc2c(=O)n1CC1CCCO1 (configuration not stated) | -5 | 0 | 1 | 6 | 1
28 | COC(=O)c1cc(=O)nc2sc3cc(OC)ccc3n12 | -13 | 5 | -1 | -7 | 1
29 | O=C(O)c1cccn1Cc1ccccc1F | 3 | 1 | 2 | 4 | -6
30 | CCOc1ccccc1NS(=O)(=O)c1ccc2c(c1)N(C)CCO2 | 11 | -9 | -1 | -4 | 7
31 | CCOc1cc(C)c(Cl)cc1S(=O)(=O)NCC1CCCO1 (configuration not stated) | -6 | -2 | -1 | 0 | 9
32 | COc1ccc(C=C2C(=O)OC(C)(C)OC2=O)cc1OC | 9 | 4 | -7 | 0 | -2
33 | CN(C(=O)CC1C(=O)NCCN1CC(c1ccccc1)c1ccccc1)C(C1CC1)C1CC1 (configuration not stated) | 12 | -9 | -1 | 8 | 0
34 | CC(=O)Nc1ccc(S(=O)(=O)N(CC(=O)O)Cc2ccccc2)cc1 | 13 | 11 | 4 | -1 | -1
35 | C=CCN(CC=C)S(=O)(=O)c1ccc(C(=O)Nc2nnc(COC)o2)cc1 | 5 | 0 | 2 | 1 | 7
36 | O=C1Oc2ccccc2C(=O)/C1=C/c1ccccc1O | 0 | 1 | -5 | -3 | -1

# | ZTA counter | PAFAH2 inh | LYPLA2 counter | LYPLA1 inh
25 | -2 | -5 | 3 | -4
26 | -17 | -4 | 8 | 2
27 | -3 | -4 | 7 | 3
28 | 1 | -2 | 2 | 2
29 | 1 | -3 | 0 | 0
30 | 4 | 5 | -3 | 0
31 | -1 | 4 | 2 | 2
32 | -14 | 4 | -6 | 1
33 | 13 | 8 | 1 | 4
34 | -8 | -3 | 1 | -2
35 | 16 | -5 | 0 | 4
36 | -2 | 6 | -1 | -2

Of the compounds above, these have a thiophene ring, fused or not.
# | smiles | PREPL inhibitor | GSTO1 inh | PAD4 inh | PAFAH1B3 FP inh | EBNA-1 inhibitor
5 | CCCSc1nnc2n(-c3ccccc3OC)c(=O)c3c4c(sc3n12)CCC4 | 19 | 20 | 6 | -1 | 2
7 | CC(C)[C@H](NC(=O)c1ccccc1)C(=O)OCc1nc2scc(-c3ccccc3)c2c(=O)[nH]1 | 0 | -3 | -3 | 4 | 3
19 | COc1ccccc1C(=O)N(Cc1cccs1)C1CCS(=O)(=O)C1 (configuration not stated) | -2 | -3 | 7 | 5 | 6
24 | Cc1ccc(CN(C)C(=O)CCc2nc3sc4c(c3c(=O)[nH]2)CCCC4)o1 | 10 | -4 | -7 | 4 | -8

# | ZTA counter | PAFAH2 inh | LYPLA2 counter | LYPLA1 inh
5 | -2 | -2 | 3 | -2
7 | -9 | -3 | -10 | -7
19 | 28 | 3 | -1 | -3
24 | -8 | 13 | -3 | -2

(continued)
# | smiles | PREPL inhibitor | GSTO1 inh | PAD4 inh | PAFAH1B3 FP inh | EBNA-1 inhibitor
37 | CC(CNC(=O)c1ccc2c(c1)OCO2)c1ccc([N+](=O)[O-])cc1 (configuration not stated) | -5 | 7 | -7 | 3 | -4
38 | CC1(C)CC(C(CCN(Cc2ccccc2)C(=O)c2ccco2)c2ccc(F)cc2)CCO1 (configuration not stated) | 9 | -1 | 1 | 3 | -2
39 | COC(=O)c1ccccc1NC(=O)CCNC(=O)Cn1cnc2ccccc2c1=O | 0 | -4 | 2 | 11 | 4
40 | CCCOc1cccc(C2C(C(=O)c3ccc(C)o3)=C(O)C(=O)N2CCN2CCOCC2)c1 (configuration not stated) | 3 | 9 | -1 | 7 | 9
41 | Cc1cc(C)cc(NC(=O)CSc2nc3[nH]ncc3c(=O)[nH]2)c1 | -12 | -6 | -2 | 2 | -5
42 | C/C=C/c1ccc(OCC(=O)Nc2ccncc2)c(OC)c1 | 0 | -2 | 1 | 5 | 8
43 | CC1CCC(NC(=O)c2ccc3nc[nH]c3c2)CC1 (configuration not stated) | 5 | -1 | 5 | 4 | 7
44 | C/C(=N/Nc1ccc([N+](=O)[O-])cc1)c1ccc(C)cc1C | 23 | 6 | -8 | 11 | 1
45 | O=C(O)c1cccc(NC(=O)c2cccc(NC(=O)C3CCCO3)c2)c1 (configuration not stated) | 1 | -2 | 0 | 1 | -8
46 | Cc1ccc(OC(=O)c2ccc(N3CCOCC3)c([N+](=O)[O-])c2)cc1 | 14 | 7 | 2 | 9 | -3
47 | CC(NC(=O)C(C)N1c2cccc3cccc(c23)S1(=O)=O)c1ccccc1 (configuration not stated) | -3 | -6 | 0 | 8 | -2

# | ZTA counter | PAFAH2 inh | LYPLA2 counter | LYPLA1 inh
37 | 0 | 5 | 6 | 4
38 | -7 | 1 | 0 | -1
39 | 10 | -5 | 0 | 0
40 | -3 | -4 | 3 | 4
41 | -9 | -14 | -5 | -7
42 | 3 | 1 | 7 | 4
43 | 6 | -2 | -1 | -4
44 | -12 | 2 | -12 | -12
45 | -4 | 2 | -4 | -2
46 | -2 | 15 | 23 | 6
47 | -8 | 3 | -5 | -4

Some entries already given, reduced to PAFAH2 inh and PREPL inhibitor.
| nr | canonical_smiles | PAFAH2 inh | PREPL inhibitor |
| --- | --- | --- | --- |
| 17 | Cc1ccc(S(=O)(=O)[N-]c2nc3ccccc3nc2-n2cc[n+](CCC(C)C)c2)cc1 | 8 | -13 |
| 5 | CCCSc1nnc2n(-c3ccccc3OC)c(=O)c3c4c(sc3n12)CCC4 | -2 | 19 |
